RAD54 inh: RAD54 (human) branch migration inhibition; inhibition, % at 10.4 µM; RAD54 Holliday junction branch migration, FAM/BHQ fluorescence; 0.14% of 360,000 active; Q92698; AID 602329;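 active = mean normalized replicate activity at least 40 and at least half of replicates scoring 40 or more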;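 also: 0% = median of neutral control wells and 100% = median of positive control wells; inhibitors cause a drop in the FAM fluorescence signal; in these data hits start at about 50%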
Target sequence (Q92698 whole entry, looked up): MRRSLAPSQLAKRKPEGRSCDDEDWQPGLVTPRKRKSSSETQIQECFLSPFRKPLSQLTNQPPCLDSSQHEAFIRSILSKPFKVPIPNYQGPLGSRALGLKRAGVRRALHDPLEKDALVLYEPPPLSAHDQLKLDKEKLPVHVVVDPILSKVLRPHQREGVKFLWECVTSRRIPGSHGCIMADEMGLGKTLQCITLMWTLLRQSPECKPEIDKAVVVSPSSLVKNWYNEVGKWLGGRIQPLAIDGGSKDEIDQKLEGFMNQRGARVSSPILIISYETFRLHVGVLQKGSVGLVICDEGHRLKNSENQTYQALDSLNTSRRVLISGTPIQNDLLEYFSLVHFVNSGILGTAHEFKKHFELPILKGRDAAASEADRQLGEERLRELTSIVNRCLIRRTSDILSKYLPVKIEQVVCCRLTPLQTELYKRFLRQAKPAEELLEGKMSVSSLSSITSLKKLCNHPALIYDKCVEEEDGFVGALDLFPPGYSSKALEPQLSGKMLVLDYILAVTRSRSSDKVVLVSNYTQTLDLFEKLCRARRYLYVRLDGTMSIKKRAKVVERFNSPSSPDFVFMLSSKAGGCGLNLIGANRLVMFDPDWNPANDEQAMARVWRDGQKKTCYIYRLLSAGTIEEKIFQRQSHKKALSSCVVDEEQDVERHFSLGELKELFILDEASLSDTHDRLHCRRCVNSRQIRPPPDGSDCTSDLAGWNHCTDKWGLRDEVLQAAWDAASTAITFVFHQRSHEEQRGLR
Numbers without * were called inactive.

SMILES	RAD54 inh
COCCn1c(SCC(=O)N2CCCC2)nnc1-c1ccoc1C	-22.5
Clc1ccc(C2=Nn3c(nnc3-c3n[nH]c4c3CCC4)SC2)cc1	-4.9
O=C(Nc1ccc(O)cc1C(=O)O)c1cccc(Br)c1	-6.0
Cc1ccc(N2C(=O)C(CN(C)C)C2c2ccccc2)cc1 (configuration not stated)	-2.6
CCc1nnc(NC(=O)CSc2ncc(-c3ccccc3)n2CC)s1	-3.4
COC(=O)CCCC[C@@H]1SC[C@@H](NC(=O)OC)[C@@H]1NC(=O)OC	-13.2
Clc1ccc(-c2nnc(N3CCCC3)nn2)cc1	-4.5
CCCCCCOC(=O)/C=C/c1c(C)[nH]c(=O)[nH]c1=O	-11.6
Cn1c(C(O)c2ccc3c(c2)OCO3)nc2ccccc21 (configuration not stated)	3.9
CCOC(=O)c1c(N)sc(C(C)=O)c1C	15.7
CCOC(=O)c1c(C(F)(F)F)nc2ncccn12	6.9
CC(=O)Oc1ccc2c(c1)OC(c1ccccc1)CC21CC(C)(C)NC(=S)N1 (configuration not stated)	2.7
O=C(O)CCc1ccc(-c2ccc(Br)cc2)o1	2.9
CN(Cc1ccccc1)C(=O)Nc1ccccc1	-11.0
CC1CCC2(CC1)NC(=S)N(c1ccccc1)N2 (configuration not stated)	6.1
Cc1ccc(S(=O)(=O)N2CCCC(C(=O)Nc3ccc(NC(=O)c4ccccn4)cc3)C2)cc1 (configuration not stated)	-0.9
COc1ccccc1CN(Cc1nc2ccccc2c(=O)[nH]1)C(=O)Nc1ccccc1	-13.3
Cc1ccccc1OC(C)C(=O)NC1CCCC1 (configuration not stated)	-4.5
CN1C(=O)CSc2ccc(NC(=O)NCCC3=CCCCC3)cc21	12.4
COc1ccc(N2CCN(S(=O)(=O)c3ccc(Br)s3)CC2)cc1	-4.7

Reprinted from the part before: five compounds, followed by the next part.
SMILES	RAD54 inh
Cc1ccc(S(=O)(=O)N2CCCC(C(=O)Nc3ccc(NC(=O)c4ccccn4)cc3)C2)cc1 (configuration not stated)	-0.9
COc1ccccc1CN(Cc1nc2ccccc2c(=O)[nH]1)C(=O)Nc1ccccc1	-13.3
Cc1ccccc1OC(C)C(=O)NC1CCCC1 (configuration not stated)	-4.5
CN1C(=O)CSc2ccc(NC(=O)NCCC3=CCCCC3)cc21	12.4
COc1ccc(N2CCN(S(=O)(=O)c3ccc(Br)s3)CC2)cc1	-4.7
O=P(O)(CP(=O)(c1ccccc1)c1ccccc1)c1ccccc1O	3.5
COc1ccccc1C(=O)N1CCN(S(=O)(=O)Cc2ccccc2)CC1	-11.9
CCOC(=O)Cn1c(=O)oc2cc(S(=O)(=O)NC3CCCCC3)ccc21	-0.2
C=C(C)n1c(=O)[nH]c2ccccc21	2.4
Cc1cc(Cl)c(S(=O)(=O)N2CCCCCC2)cc1OCC(N)=O	-0.8
c1ccc2c(c1)ncn2CCOCCOCCn1cnc2ccccc21	1.4
CC(C)C1Nc2ccc(C(=O)NCCCN3CCOCC3)cc2NC1=O (configuration not stated)	-5.1
Cc1ccc(CNn2cnnc2SCC(=O)NC(C)(C)C)cc1	-0.2
COc1cc(NC(=O)CCN2CCN(c3ccccc3F)CC2)cc(OC)c1	-6.0
CSc1nc2ccc(NC(=O)C3CCCO3)cc2s1 (configuration not stated)	0.4
CC1(C)N=C(c2ccccc2)C(=O)N1	-12.4
COc1cc(C(=O)OCC(=O)NCc2ccccc2)cc(NC(=O)c2ccco2)c1OC	5.4
CCOC(=O)c1c(-c2ccccc2)oc2ccc(O)c(CN(C)C)c12	23.7
O=C(O)c1ccc(-n2nnnc2SCc2ccccc2)cc1	-8.2
CCSc1nnc(NC(=O)CSc2nccn2-c2cccc(C)c2)s1	-2.9
NC(=O)c1cnn2c(C(F)(F)F)cc(-c3ccccc3)nc12	-7.4
CSc1nsc(SC)c1NC(=O)N1CCCC1	-13.5
COc1ccc(N2C(=O)C3C4c5ccccc5C(C=Nc5ccc(C)cc5C)(c5ccccc54)C3C2=O)cc1 (configuration not stated)	-2.5
COc1ccc(C2C(C(=O)N3CC(C)CC(C)C3)c3ccccc3C(=O)N2C)cc1 (configuration not stated)	-3.3
CCOC(=O)C1CCCN(C(=O)Cn2ncc3c(=O)oc4ccc(C)cc4c32)C1 (configuration not stated)	-17.3
CCn1c(C)nc2cc(S(=O)(=O)N3CCCC3)ccc21	3.8
COc1ccc(C(=O)NCC(C)CN(C)C)cc1 (configuration not stated)	-26.8
CCOC(=O)C(=CNc1cc(C)ccc1C)C(=O)OCC	5.6
O=C(CN(c1ccccc1F)S(=O)(=O)c1ccccc1)N1CCCCCC1	4.1
CC(C)C(=O)Nc1nnc(SCC(=O)NCc2cccs2)s1	-17.1
Cc1sc2ncnc(SCC(=O)NNC(=O)COc3cccc4ccccc34)c2c1C	0.3
COc1cccc(S(=O)(=O)N2CCOCC2)c1	-10.5
O=C(CSc1ccc(Cl)cc1)N1CCN(c2c(Cl)cccc2[N+](=O)[O-])CC1	8.4
Cc1ccc(-c2csc(NC(=O)c3ccc(-c4ccccc4)cc3)n2)o1	-2.5
CCc1ccc(C(=O)CSc2ncn[nH]2)cc1	4.9
O=C(Nc1cccc(NC(=O)N2CCN(c3ccccc3)CC2)c1)N1CCN(c2ccccc2)CC1	-4.7
O=C1c2ccccc2COc2ccc(O)cc21	8.2
Cc1ccc(-c2nc(-c3cccnc3)no2)cc1	10.1
Cc1ccc(OCC(=O)Nc2cccc3c2CCCC3)cc1C	8.7
O=C(c1cn(-c2ccccc2)nc1-c1cccs1)N1CCN(c2ccccn2)CC1	-9.0
CCSc1cc(C2C(C(=O)OC)=C(C)NC3=C2C(=O)CCC3)c(C)o1 (configuration not stated)	-6.1
Cc1cc(/C=N/NC(=O)C(=O)N2CCCC2)c(C)n1-c1cccc(Br)c1	2.2
COc1cccc(NC(=O)CC2SC(=Nc3ccccc3)NC2=O)c1 (configuration not stated)	-3.9
O=C(NC1CCCCC1)C(c1ccc2ncccc2c1)N(Cc1ccc2c(c1)OCO2)C(=O)c1cccs1 (configuration not stated)	-5.1
Cc1cc(NC(=O)Cn2c(=O)n(Cc3ccccc3)c(=O)c3ccccc32)no1	4.0
COCc1cc(=O)n2[nH]c(-c3ccsc3-n3c(C)ccc3C)cc2n1	-0.3
COc1ccc(Br)cc1CNC(=O)CCc1nc(-c2ccccc2F)no1	-7.0
O=C(CCCCCN1C(=O)CCC1=O)Nc1ccc2c(c1)OCCO2	0.3
Cc1ccc(S(=O)(=O)NC(=O)COc2ccccc2C(N)=O)cc1	-21.5
CCOC(=O)c1c(NC(=O)COc2ccccc2OCC)sc2c1CC(C)(C)NC2(C)C	3.7
CC1(C)CC(=O)C2=C(C1)OC(=O)C2(NC(=O)c1cccs1)C(F)(F)F (configuration not stated)	3.0
Cc1ccc2cccc(S(=O)(=O)Nc3ccc4c(c3)OCO4)c2n1	-0.6
CCCC(=O)c1c[nH]c(C(=O)NCCCN2CCOCC2)c1	-1.0
CN(CC(=O)Nc1ccc(C#N)cc1)Cc1ccc(Cl)cc1	1.6
Cc1ccc(N2C(=S)N=C(Nc3ccccc3C)C23CCOC(C)(C)C3)cc1 (configuration not stated)	8.0
The results go on:
SMILES	RAD54 inh
COc1ccc(C(=O)N2CCCC(C(=O)N3CCCCCC3)C2)cc1 (configuration not stated)	0.8
CCc1ccccc1NC(=O)c1nnn(CC(=O)Nc2cccc(C)c2C)c1N	-0.3
Cc1cc(NC(=O)COC(=O)c2cccc(S(=O)(=O)N3CCOCC3)c2)no1	-7.3
COc1ccc(C(=O)NC(=O)N2CCCCC2)cc1	-5.8
O=C1CC(SC(=NCc2ccc3c(c2)OCO3)Nc2ccccc2)C(=O)N1c1ccccc1 (configuration not stated)	2.9
Cn1c(=O)n(CC(=O)NCc2cccnc2)c2ccccc21	7.5
CCCCc1ccc(NC(=O)N[C@H](C(=O)O)C(C)C)cc1	-3.0
Cc1cc(C)c2cc(CN(CCO)Cc3nnnn3Cc3ccc(F)cc3)c(=O)[nH]c2c1	-1.1
O=C(O)c1cccc(NS(=O)(=O)c2ccc3nnn(O)c3c2)c1	1.0
Nc1cc(S(=O)(=O)C(F)(F)F)ccc1C(=O)O	0.2
COc1ccc(NC(=O)CN(C)S(=O)(=O)c2ccc(Cl)cc2)cc1Cl	-14.5
CCc1nnc2sc(-c3ccc(NC(=O)CSc4ccc(Cl)cc4)cc3)nn12	-0.2
CCOc1ccc2nc(SCC(=O)c3cccs3)sc2c1	-18.4
COc1ccc2[nH]cc(C(=O)N3CCCCC3)c(=O)c2c1	-6.2
CSc1n[nH]c(NCc2ccccc2)n1	5.6
COc1ccc(NC(=O)CN(C)S(=O)(=O)c2ccc3c(c2)OCCO3)c2ncccc12	6.8
Cc1nc2ccccn2c1C(=O)NCCCN1CCOCC1	8.0
COc1cc(NC(=O)CSc2ncnc3c2cnn3Cc2ccccc2)cc(OC)c1	-9.0
Nc1nc(-c2ccc3c(c2)NC(=O)CO3)cs1	-2.5
O=C(Nc1ccc(S(=O)(=O)N2CCCCC2)cc1)c1ccncc1	3.8
Cn1c(=O)c(NC(=O)c2ccccc2)c2n(c1=S)CCCCC2	9.8
Cc1ccc(NC(=O)CN2C(=O)CSC2=O)cc1	6.6
CC(C)CCNC(=O)CN(C(=O)Cn1nnc(-c2ccccc2F)n1)c1cccc2c1CCCC2	-3.9
O=C1c2ccccc2S(=O)(=O)N1CC1CC(c2ccccc2)=NO1 (configuration not stated)	4.8
CC(C)(C)C(=O)NC(=S)NNC(=O)c1ccc(-c2ccccc2)cc1	-4.9
COC(=O)c1ccsc1NC(=O)CSc1nnnn1-c1ccccc1SC	8.3
N#CCCn1c(SCC(=O)N2CCN(S(=O)(=O)c3ccccc3)CC2)nc2ccccc21	3.8
O=C(CSc1nnnn1C1CCCC1)N1CCN(C(=O)c2ccco2)CC1	-3.9
COc1ccc(-n2c(SCC#N)nnc2-c2ccc(NS(=O)(=O)c3ccc(C)cc3)cc2)cc1	1.9
C=CCn1c(=O)/c(=C/c2cc(OC)c(OC)c(OC)c2)s/c1=C(/C#N)c1nc2ccccc2n1C	-3.5

Exported with bars between the fields: three of the compounds above
canonical_smiles | RAD54 inh
Cc1ccc(OCC(=O)Nc2cccc3c2CCCC3)cc1C | 8.7
CCCCc1ccc(NC(=O)N[C@H](C(=O)O)C(C)C)cc1 | -3.0
CC1(C)CC(=O)C2=C(C1)OC(=O)C2(NC(=O)c1cccs1)C(F)(F)F (configuration not stated) | 3.0

(cont.)
SMILES	RAD54 inh
Cc1ccc(-c2cc(-c3ccccc3C)[nH]n2)c(O)c1	-10.0
Cc1ccccc1Nc1cc(=O)oc2ccccc12	1.0
COC(=O)Cn1c(C)nc(=O)c(-c2ccccc2)c1C	0.4
C=CC(=O)Oc1ccc(N2Cc3ccccc3C2=O)cc1	-4.6
CN(C)c1ccc(NC(=O)N2CCOCC2)cc1	-1.3
CCCOC(=O)Nc1ccc(S(=O)(=O)Nn2cnnc2)cc1	-6.0
CCOc1ccc(C2C(C(=O)OC)=C(C)N=C3SCCC(=O)N32)cc1OCC (configuration not stated)	-4.5
C=CCn1c(SCC(=O)NCCC2=CCCCC2)nc2ccc(Cl)cc2c1=O	-2.0
COC(=O)C1=C(CSc2nncn2C)NC(=O)NC1c1ccc(F)cc1 (configuration not stated)	-15.4
CNC(=O)CSc1nc2nc(C)cc(C)n2n1	1.9
CCOCCCN1CC(C(=O)NCCc2ccccc2)CC1=O (configuration not stated)	-3.3
COc1ccc(NC(=O)CC(C)(C)C)c([N+](=O)[O-])c1	-0.7
CCOC(=O)C1CCN(Cc2cn[nH]c2-c2ccccc2)CC1	8.9
O=C(O)CSc1nnc(-c2ccncc2)n1C1CCCCC1	-17.3
Cc1ccc(OCCCOc2cccc3cccnc23)cc1C	-4.4
COc1ccc2[nH]c3c(N4CCC(O)(c5cccc(C(F)(F)F)c5)CC4)ncnc3c2c1	-1.5
CCOC(=O)C1CCCN(C(=O)C2CCN(S(=O)(=O)c3cnc[nH]3)CC2)C1 (configuration not stated)	-2.5
Cc1ccccc1OCC1CN(CN2CCOCC2)C(=O)O1 (configuration not stated)	-3.7
O=C(COC(=O)c1cc(S(=O)(=O)N2CCOCC2)cs1)c1ccccc1	-16.8
CCCCc1nc(S(=O)(=O)c2ccc(Cl)cc2)c(N2CCOCC2)o1	-8.1
CC(C)N1C2OC(C3OC4C(O3)N(C(C)C)S(=O)(=O)N4C(C)C)OC2N(C(C)C)S1(=O)=O (configuration not stated)	0.7
COc1ccc2cc(CN(CCCN3CCOCC3)Cc3nnnn3C3CCCCC3)c(=O)[nH]c2c1	-5.5
Cc1cccc2cc(C(c3nnnn3C(C)(C)C)N(Cc3ccco3)CC3CCCO3)c(=O)[nH]c12 (configuration not stated)	-4.6
Cc1nn(Cc2ccccc2)c(C)c1NC(=O)CCC(=O)O	-9.4
CCCn1c(C)cc(C(=O)COC(=O)c2ccc(Cl)c(S(=O)(=O)N3CCCC3)c2)c1C	3.6
O=C(Cc1ncc(C(F)(F)F)cc1Cl)N1CCN(c2cccc(Cl)c2)CC1	3.9
Nc1c2c(nc3ccccc13)N(c1ccccc1)CC2	7.8
CC(=O)Oc1ccc(/C=c2\sc3ncnn3c2=O)cc1	-6.5
Cn1cc(Cl)c(C(=O)OCC(=O)Nc2ccccc2)n1	1.0
Cn1c(SCC(=O)Nc2nc3ccccc3s2)nnc1-c1ccccc1	-12.6

Six neighbouring compounds out of the list so far, quoted:
SMILES	RAD54 inh
CCCn1c(C)cc(C(=O)COC(=O)c2ccc(Cl)c(S(=O)(=O)N3CCCC3)c2)c1C	3.6
O=C(Cc1ncc(C(F)(F)F)cc1Cl)N1CCN(c2cccc(Cl)c2)CC1	3.9
Nc1c2c(nc3ccccc13)N(c1ccccc1)CC2	7.8
CC(=O)Oc1ccc(/C=c2\sc3ncnn3c2=O)cc1	-6.5
Cn1cc(Cl)c(C(=O)OCC(=O)Nc2ccccc2)n1	1.0
Cn1c(SCC(=O)Nc2nc3ccccc3s2)nnc1-c1ccccc1	-12.6

Later entries:
SMILES	RAD54 inh
CCSc1nnc(-c2ccc(OC)cc2)o1	8.9
COc1ccccc1NC(=O)CNC(=O)c1ccccc1	51.7*
CCn1c(COc2cccc(C)c2)nnc1SCC(=O)Nc1cccc(C(=O)OC)c1	0.0
COc1ccccc1-c1cc(C(F)(F)F)nc(S(=O)(=O)CCCC(=O)NC(C)C)n1	-1.5
CSc1nc2c(c(=O)n1-c1ccc(C)cc1)SCC2	-18.8
Cc1cccc2cc(CN(Cc3nnnn3Cc3ccccc3)C3CCCC3)c(=O)[nH]c12	11.6

This is a subset (hit frequency here may not be typical).
